Source: PubChem
NTR1 agonist – agonists of NTR1, primary screen, imaging, U2OS cells, beta-arrestin-GFP, high content (AID 493036); NTR1-U2OS beta-arrestin-GFP spot imaging, agonist mode; activation, % at 20 µM; hit rate 0.17% among 330,000;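 active means activation at or above 40% of the spot to cytoplasm intensity ratio, with at least 20 cells analyzed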;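 further: 0% = DMSO without peptide and 100% = 100 nM NTR1 peptide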
Target sequence (P30989 whole entry, looked up): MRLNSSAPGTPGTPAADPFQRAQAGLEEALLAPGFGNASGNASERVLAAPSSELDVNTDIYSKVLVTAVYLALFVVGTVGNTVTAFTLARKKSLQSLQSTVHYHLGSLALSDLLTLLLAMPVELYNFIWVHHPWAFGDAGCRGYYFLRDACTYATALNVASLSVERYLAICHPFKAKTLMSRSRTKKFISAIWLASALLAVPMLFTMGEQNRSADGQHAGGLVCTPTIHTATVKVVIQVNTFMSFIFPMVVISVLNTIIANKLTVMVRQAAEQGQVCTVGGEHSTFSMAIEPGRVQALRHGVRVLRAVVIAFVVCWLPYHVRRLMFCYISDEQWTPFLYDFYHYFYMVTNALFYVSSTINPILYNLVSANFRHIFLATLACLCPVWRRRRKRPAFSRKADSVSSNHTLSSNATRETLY
Dengue-2 NS5 capping – Dengue-2 NS5 methyltransferase inhibitors, primary screen, biochemical, confirmation dose response (AID 588689). Dengue-2 NS5 methyltransferase capping enzyme assay, biochemical; higher % means a stronger effect. inhibition, % at 25 µM, or IC50 in µM where a hit was titrated. hit rate 0.3% among 340,000; in the data active means a potency from the dose series
K1F lysis inhibition – inhibition of K1F phage lysis, E. coli UTI89, bacterial capsule biogenesis inhibitors, alamar blue (AID 488966); inhibition, % at 100 µM, or IC50 in µM where a hit was titrated; E. coli UTI89 K1F phage lysis, alamar blue, 2 h; higher % means a stronger effect; hit rate 0.02% among 340,000;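 active means phage lysis inhibition, versus mean bacterial control, above a set limit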;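 further: capsule biogenesis inhibitors block K1F phage lysis so surviving cells raise fluorescence; higher fluorescence means more inhibition of phage lysis; actives were called in the ten point dose series up to 300 µM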
NTR1 agonist cell count 20 µM – also measured in NTR1 agonist; calls as there; cell count; measured here: cell count, cytotoxicity flag
Dengue-2 NS5 capping pilot replicate – also measured in Dengue-2 NS5 capping; calls as there; inhibition, %; measured here: pilot screen replicate inhibition
* marks the source's active call; other numbers are inactive results; [ ] = another dose, or the depositor's remark. Not all compounds are listed; the hit share may differ from the screen's.

SMILES	NTR1 agonist	NTR1 agonist cell count 20 µM	Dengue-2 NS5 capping	K1F lysis inhibition	others
COc1ccc(/C=C/C(=O)OCC(=O)NC2CCCCCCC2)cc1	1.3	61	-1%	0.3%[50 µM]
COc1ccc(-n2c(SCC(=O)NC3CC3)nc3ccccc3c2=O)cc1OC	-0.6	67	2%	0.4%[50 µM]
O=C(O)C1=CCNCC1	-0.1	56	3%	3.2%
Cc1ccc(CSc2nnc(-c3cccc4ccccc34)o2)cc1	0.1	55	-13%	0.6%
Nc1c(C(=O)Nc2ccc3c(c2)OCCO3)nnn1Cc1ccc(F)cc1	0.4	55	2%	1.0%[50 µM]
CCOC(=O)[C@H]1[C@H]2COc3ccc(Cl)cc3[C@@H]2N2C(=O)c3ccc(Cl)cc3NC(=O)[C@@]12C	-6.1	89	-3%	0.0%
O=C(CCNS(=O)(=O)c1ccc(OC(F)(F)F)cc1)N1CCCC1	-0.1	55	1%	1.2%[50 µM]
CN(C)C1=NCCN1CCCC1CCCCC1	0.8	92	-3%	5.2%
COc1cc(C(=O)NCCCN2CCCC2=O)ccc1OCc1ccc(Cl)cc1Cl	-0.3	66	-9%	-1.0%[50 µM]
COc1ccc(S(=O)(=O)N2CCCCC2)cc1NC(=O)c1cncc(Br)c1	-0.9	66	-1%	-0.3%
CC[C@]12c3[nH]c4ccccc4c3CCN1C(=O)C(CC(=O)NCCCOC)C[C@@H]2C(=O)N1CCN(C(=O)C2CC2)CC1 (some centres not stated)	-1.7	56	-4%	0.3%	Dengue-2 NS5 capping pilot replicate=2.5
CCOc1ccc(OCCOC(=O)CNC(=O)c2ccc(Cl)cc2Cl)cc1	-0.4	47	-7%	1.1%[50 µM]

The final 7 compounds of the section before come first, to join the parts.
SMILES	NTR1 agonist	NTR1 agonist cell count 20 µM	Dengue-2 NS5 capping	K1F lysis inhibition	others
CCOC(=O)[C@H]1[C@H]2COc3ccc(Cl)cc3[C@@H]2N2C(=O)c3ccc(Cl)cc3NC(=O)[C@@]12C	-6.1	89	-3%	0.0%
O=C(CCNS(=O)(=O)c1ccc(OC(F)(F)F)cc1)N1CCCC1	-0.1	55	1%	1.2%[50 µM]
CN(C)C1=NCCN1CCCC1CCCCC1	0.8	92	-3%	5.2%
COc1cc(C(=O)NCCCN2CCCC2=O)ccc1OCc1ccc(Cl)cc1Cl	-0.3	66	-9%	-1.0%[50 µM]
COc1ccc(S(=O)(=O)N2CCCCC2)cc1NC(=O)c1cncc(Br)c1	-0.9	66	-1%	-0.3%
CC[C@]12c3[nH]c4ccccc4c3CCN1C(=O)C(CC(=O)NCCCOC)C[C@@H]2C(=O)N1CCN(C(=O)C2CC2)CC1 (some centres not stated)	-1.7	56	-4%	0.3%	Dengue-2 NS5 capping pilot replicate=2.5
CCOc1ccc(OCCOC(=O)CNC(=O)c2ccc(Cl)cc2Cl)cc1	-0.4	47	-7%	1.1%[50 µM]
C#CCOCCOCCOCCNc1nc(N2CCN(C(=O)[C@H](CC(N)=O)n3cc([C@@H](N)C(C)C)nn3)CC2)nc(N2CCN(C(=O)[C@H](CC(N)=O)n3cc([C@@H](N)C(C)C)nn3)CC2)n1	1.1	68	-2%	0.1%
Cc1ccc(NC(=O)c2ccc(=O)[nH]n2)cc1S(=O)(=O)Nc1ccc(SC(F)F)cc1	0.4	68	-4%	-0.9%[50 µM]
Cc1ccc(NC(=O)COc2cccc(Oc3ccccc3)c2)cc1S(=O)(=O)N1CCOCC1	0.5	66	-1%	-0.1%[50 µM]
CC(OC(=O)COc1ccc(C#N)cc1)C(=O)Nc1ccc(Cl)cn1 (configuration not stated)	-1.2	53	8%	0.1%[50 µM]
CCCN(CC(=O)Nc1ccccc1C)C(=O)c1ccc(N2CCCCC2)c([N+](=O)[O-])c1	-0.2	59	-7%	0.2%[50 µM]
COc1ccccc1COCC(O)CN1CCN(S(=O)(=O)c2cccc(F)c2)CC1 (configuration not stated)	-0.8	53	-4%	0.9%[50 µM]
CC(=NNC(=O)CSc1nc2ccccc2o1)c1ccco1	0.8	63	1%	-0.5%
CC(=O)c1cccc(NC(=O)C(C)OC(=O)CCN=C2NS(=O)(=O)c3ccccc32)c1 (configuration not stated)	-0.2	47	13%	1.9%[50 µM]
O=C(CNc1ccc(Br)cc1)NC(=O)NC1CCCCC1	2.7	70	-2%	-0.5%[50 µM]
CC(NC(=O)COC(=O)C12CC3CC(CC(O)(C3)C1)C2)c1ccccc1 (configuration not stated)	0.2	50	-4%	-3.4%
COc1ccc(-c2c(-c3ccc(OC)nc3)c3ccccc3n2C)cc1	5.8	48	12%	-0.9%
Cc1ccc(S(=O)(=O)N2[C@@H](c3ccccc3)C(C(=O)O)=CC[C@H]2c2ccc(Cl)c(Cl)c2)cc1	19	77	10%	-3.4%
COc1ccccc1OCC(O)Cn1nc(C)cc1C (configuration not stated)	-1.4	64	2%	2.0%
Cc1ccc(C(=O)OCC(=O)NC2CCCC(C)C2C)cc1S(=O)(=O)N1CCCCC1 (configuration not stated)	-0.7	91	0%	0.4%[50 µM]
Cc1ccc(OCC(=O)N(C)CC(=O)Nc2ccc(Cl)c(C(F)(F)F)c2)c([N+](=O)[O-])n1	1.1	49	-4%	-2.6%[50 µM]
CCN(CC(=O)Nc1ccc2c(c1)OCCO2)C(=O)c1ccc([N+](=O)[O-])s1	-1.1	47	-1%	-1.9%
COc1ccc(C(=O)N2CCC(C(N)=O)CC2)cc1S(=O)(=O)N1CCCC1	-0.5	92	-4%	1.0%[50 µM]
CN(CC(=O)Nc1sccc1C#N)S(=O)(=O)c1ccc(F)cc1	-0.9	74	-11%	1.1%[50 µM]
CCN(C(=O)COC(=O)/C=C/c1ccc(F)cc1)C1CCCCC1	3.6	52	-6%	-2.4%
Cc1cccc(OCC(=O)Nc2ccccc2N2CCCCC2)c1C	8.4	73	2%	0.3%[50 µM]
COc1ccc(Cl)cc1C(=O)OCC(=O)Nc1cccnc1Cl	-0.9	73	2%	0.8%[50 µM]
CN(CC(=O)Nc1ccc(Cl)cc1)C(=O)CCc1nc2sc3c(c2c(=O)[nH]1)CCCC3	0.7	48	-8%	1.1%[50 µM]
CCOC(=O)Nc1ccc2c(COC(=O)CN(C)S(=O)(=O)c3ccc(C)cc3)cc(=O)oc2c1	-0.1	48	-2%	-0.1%
C#CCOCCOCCOCCNc1nc(N2CCN(C(=O)CCCCCCCCCCNC(=O)[C@H](CCCCN)n3cc(C)nn3)CC2)nc(N2CCN(C(=O)CCCCCCCCCCNC(=O)[C@@H]([C@H](C)O)n3cc(C)nn3)CC2)n1	4.5	89	-6%	-0.7%

Reprinted from the part before: 3 entries, followed by the next part.
SMILES	NTR1 agonist	NTR1 agonist cell count 20 µM	Dengue-2 NS5 capping	K1F lysis inhibition	others
CN(CC(=O)Nc1ccc(Cl)cc1)C(=O)CCc1nc2sc3c(c2c(=O)[nH]1)CCCC3	0.7	48	-8%	1.1%[50 µM]
CCOC(=O)Nc1ccc2c(COC(=O)CN(C)S(=O)(=O)c3ccc(C)cc3)cc(=O)oc2c1	-0.1	48	-2%	-0.1%
C#CCOCCOCCOCCNc1nc(N2CCN(C(=O)CCCCCCCCCCNC(=O)[C@H](CCCCN)n3cc(C)nn3)CC2)nc(N2CCN(C(=O)CCCCCCCCCCNC(=O)[C@@H]([C@H](C)O)n3cc(C)nn3)CC2)n1	4.5	89	-6%	-0.7%
CC(OC(=O)Cn1ccccc1=O)C(=O)Nc1cc(Cl)cc(Cl)c1 (configuration not stated)	-0.4	68	-1%	0.4%[50 µM]
COc1ccc(C(=O)OCC(=O)NCc2ccc3c(c2)OCO3)cc1S(=O)(=O)N1CCOCC1	0.0	46	-7%	0.9%
O=C(c1cn(Cc2ccccc2)nc1-c1cccnc1)N1CCN(Cc2ccccc2)CC1	-1.4	63	-7%	-0.2%
COc1ccc(C(CNC(=O)c2ccc(S(=O)(=O)N3CCOCC3)cc2)N2CCCCC2)cc1 (configuration not stated)	-2.1	64	-4%	1.8%
O=C(c1cccc(Cl)c1)N1CCC(=O)N(C(CO)Cc2ccccc2)CC1 (configuration not stated)	2.8	80	-8%	0.2%
Cc1csc(=O)n1CCC(=O)NCc1ccc(F)cc1	2.0	60	-2%	-0.1%[50 µM]
Cc1nnc(SCCCOc2ccccc2)nc1C	2.7	79	3%	-0.8%
CCOC(=O)c1oc2ccc(Br)cc2c1COC(=O)C1=COCCO1	2.3	45	1%	0.3%[50 µM]
O=C(COC(=O)c1ccccn1)NNC(=O)c1ccc([N+](=O)[O-])cc1	-1.9	40	-2%	1.6%[50 µM]
COCCNC(=O)c1ccc2c(c1)S(=O)(=O)c1ccccc1C2=O	-1.7	96	-3%	2.5%
O=C(Cn1ccc(NC(=O)OCc2ccccc2)nc1=O)NCCN1CCOCC1	2.9	63	3%	0.9%
O=C(c1cccc(S(=O)(=O)N2CCN(c3ccc(F)cc3)CC2)c1)N1CCCC(C(F)(F)F)C1 (configuration not stated)	0.1	62	-3%	3.2%
Cc1cc(C(=O)COc2ccc(F)cc2Br)c(C)n1C1CC1	2.8	68	0%	0.8%[50 µM]
CCOC(=O)c1c(C)[nH]c(C)c1C(=O)COC(=O)c1ccc(Cl)nc1	0.0	63	-5%	0.9%
O=C(COC(=O)Cc1ccc([N+](=O)[O-])cc1)NC1CCCCCC1	3.2	48	-4%	0.7%[50 µM]
O=[N+]([O-])c1cc(-c2csc(NC(CO)c3nc4ccccc4n3CCOCCO)n2)ccc1Cl (configuration not stated)	3.7	89	-7%	2.7%
O=C(NNC(=O)c1ccc(F)c(S(=O)(=O)N2CCOCC2)c1)c1ccc(Br)cc1	1.5	79	2%	0.2%[50 µM]
Cc1ccc(NC(=O)C(C)Sc2nc3nc(C)cc(C)n3n2)cc1 (configuration not stated)	-0.7	94	-2%	1.1%[50 µM]
O=C(CSc1nnc(-c2cccs2)n1C1CC1)NC1CCS(=O)(=O)C1 (configuration not stated)	5.6	47	-4%	0.9%[50 µM]
CCOc1ccc(NS(=O)(=O)c2ccc(NC(=O)c3ccccc3C(=O)O)cc2)cc1	1.3	48	-6%	0.0%
COc1ccc(NC(=O)CN(C)C(=O)CCc2nc3cc(S(=O)(=O)N4CCOCC4)ccc3n2C)cc1	1.2	42	0%	5.6%[50 µM]
CCN(CC(=O)Nc1ccc(OC)cc1)CC(=O)N1CC(=O)Nc2ccccc21	0.7	59	0%	0.4%[50 µM]
Cc1cc(=O)[nH]c(SCC(=O)Nc2ccc3c(c2)CCC3)c1C#N	0.8	64	2%	0.8%[50 µM]
CCN(CC(=O)Nc1c(F)cccc1F)C(=O)c1ccc2c(=O)n3c(nc2c1)CCC3	-0.4	63	4%	0.9%[50 µM]
CCN1C(=O)[C@H]2[C@@H](c3ccc(-c4ccc(OC)cc4)c(OC)c3)N[C@@](Cc3ccccc3)(C(=O)OC)[C@H]2C1=O	4.1	52	-6%	2.1%
Cc1ccc(C)c(C(=O)CCC(=O)NNC(=O)c2cccs2)c1	-1.7	63	-7%	0.1%[50 µM]
COc1ccc(N(CC(=O)NCc2cccs2)S(=O)(=O)c2ccc(F)cc2)cc1	2.8	56	-2%	0.4%[50 µM]
CCn1c(CSc2nnc(-c3ccoc3C)n2C)nc2cc(S(=O)(=O)N(C)C)ccc21	-2.5	96	3%	0.1%
CCC(C)(C)C1CCC2(CC1)NC(=O)N(CC(=O)NCCOc1ccccc1)C2=O (configuration not stated)	1.8	48	-2%	0.4%[50 µM]
O=C1C=C(c2ccc(OC(F)(F)F)cc2)C[C@@H](c2ccc(Cl)cc2)C1	5.4	69	1%	1.5%
O=C(Nc1ccc(Oc2ccc(S(=O)(=O)N3CCOCC3)cn2)cc1)c1ccco1	2.3	73	2%	0.2%
CSc1nc(N2CCOCC2)nc2ccc(C)cc12	1.7	105	-2%	0.0%
Cc1noc(C)c1NC(=O)Nc1cccc2c1O[C@H](CN(C)S(C)(=O)=O)[C@@H](C)CN([C@H](C)CO)C2=O	1.1	58	-1%	-0.1%
Cc1ccc(S(=O)(=O)Nc2ccc(F)c(S(=O)(=O)N3CCOCC3)c2)cc1	-0.9	41	7%	1.0%
Cc1ccc(S(=O)(=O)N2CCCCC2)cc1C(=O)OC(C)C(=O)NC1CCCCC1C (configuration not stated)	1.1	52	2%	1.0%[50 µM]
CN(CC(=O)Nc1ccc(F)cc1)C(=O)c1cccc(NS(=O)(=O)c2ccccc2)c1	-2.6	44	-2%	0.3%[50 µM]
CC(C)C(NC(=O)CCNC(=O)c1ccc([N+](=O)[O-])cc1)c1nc2ccccc2[nH]1 (configuration not stated)	-0.3	98	-13%	0.1%[50 µM]
O=C(CSc1ccccc1F)NC(=O)c1ccc(Cl)cc1	-0.1	67	0%	-2.1%
CCCN(Cc1nnc(-c2ccccc2Cl)o1)C(=O)COc1ccc(Cl)cc1	1.8	71	-5%	-0.4%[50 µM]
COc1ccc(C(CNC(=O)CCNC(=O)c2ccccc2OC)N2CCCC2)cc1 (configuration not stated)	0.0	49	-8%	2.1%[50 µM]
COCCn1c(C)cc(C(=O)COC(=O)c2cccnc2SC)c1C	-0.2	51	-2%	1.4%
Cc1ccccc1NC(=O)COC(=O)c1c(-c2ccccc2)noc1C	-0.3	66	-1%	0.6%[50 µM]
COC(=O)c1cccc(NC(=O)c2cccc(N3C(=O)CCC3=O)c2)c1	-0.2	71	-4%	0.9%[50 µM]
CCN(Cc1ccccc1)S(=O)(=O)c1c(C)n(C)c(=O)n(C)c1=O	0.5	54	0%	1.1%[50 µM]
